Compound activity: PubChem BioAssay, The Scripps Research Institute Molecular Screening Center
OX1R antag-1: blocks the human orexin 1 receptor | CHO/OX1R cells, Fluo-8 calcium fluorescence, orexin A | AID 434989 | 330,000 tested, 0.43% active | inhibition, % at 5 µM | O43613;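 active = inhibition above its plate's threshold, mean inhibition of all tested compounds on the plate plus 3 SD, cut at about 37% in these data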;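 note: 0% = orexin A challenge wells and 100% = SB-334867-A antagonist wells; not every result past the cut was called active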
Target sequence (O43613 whole entry, looked up): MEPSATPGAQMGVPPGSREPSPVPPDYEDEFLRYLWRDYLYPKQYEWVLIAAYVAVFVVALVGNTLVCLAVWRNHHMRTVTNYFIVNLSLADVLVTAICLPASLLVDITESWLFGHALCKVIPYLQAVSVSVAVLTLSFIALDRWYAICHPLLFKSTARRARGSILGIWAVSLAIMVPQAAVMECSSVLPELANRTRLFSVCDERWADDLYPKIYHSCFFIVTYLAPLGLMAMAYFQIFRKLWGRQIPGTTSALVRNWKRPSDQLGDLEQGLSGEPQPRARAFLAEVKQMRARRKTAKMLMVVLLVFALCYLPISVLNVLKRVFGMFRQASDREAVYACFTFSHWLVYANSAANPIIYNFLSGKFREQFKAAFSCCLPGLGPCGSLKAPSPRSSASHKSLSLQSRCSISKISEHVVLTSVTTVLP
OX1R antag-2: OX1R (human) antagonism; O43613; OX1R-expressing cells, FRET antagonist read-out; inhibition, % at 6.6 µM; 330,000 tested, 1.8% active; AID 485270; in the data active = inhibition mostly above about 38%, no sharp cut-off; inactive = mostly below about 40%;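 note: 0% = agonist challenge alone and 100% = reference antagonist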
* hit, by the source's call.

Results for COCCNC(=O)c1onc(CCl)c1C(=O)OC ?
OX1R antag-1: -6; OX1R antag-2: 22

Results for O=C(N/N=C/C=C/c1ccccc1[N+](=O)[O-])c1cc(-c2cccnc2)nc2ccccc12 ?
OX1R antag-1: -11; OX1R antag-2: 31

How did CNC(=O)C12CCC(C)(c3nc4cc(C)c(C)cc4nc31)C2(C)C (stereo unspecified) do in these assays?
OX1R antag-1: -3; OX1R antag-2: 23

What do the screens show for `COc1ccc(OC)c(-n2c(=S)[nH]c3cc(C(=O)NCCCN4CCCC4=O)ccc3c2=O)c1`?
OX1R antag-1: 8; OX1R antag-2: 3

What do the screens show for `COc1ccc(CCN(C)Cc2cccc3ccccc23)cc1OC`?
OX1R antag-1: -9; OX1R antag-2: -10

What do the screens show for `CCOc1ccccc1/C=C(\C#N)C1=CCCC1`?
OX1R antag-1: -21; OX1R antag-2: 9

What do the screens show for `Cc1ccccc1S(=O)(=O)N1[C@@H](c2ccc(Cl)cc2)C(C(=O)O)=CC[C@H]1c1ccc(Cl)cc1`?
OX1R antag-1: 29; OX1R antag-2: 35

How did O=C(CN1CCCC1)Nc1ccccc1C(=O)c1ccccc1 do in these assays?
OX1R antag-1: -7; OX1R antag-2: -1

How did Nc1c(-c2cccs2)cnc2c(-c3ccc(F)cc3)cnn12 do in these assays?
OX1R antag-1: -17; OX1R antag-2: 10

What do the screens show for `COc1ccc(/C=C/C(=O)NCc2ccccn2)cc1`?
OX1R antag-1: -4; OX1R antag-2: 15

Results for CCC(C(=O)N1CCOCC1)n1nc(C)c2c(C)n(-c3ccccc3)nc2c1=O (stereo unspecified) ?
OX1R antag-1: 5; OX1R antag-2: 1

How did CCC1=C(OC(=O)N(CC)CC)N2C(=O)OC(=NCCc3c[nH]c4ccccc34)[C@]2(Cc2ccccc2)[C@H]2C1=CC[C@H]1C(=O)NC(=O)[C@H]12 do in these assays?
OX1R antag-1: -34; OX1R antag-2: 29

How did O=C(O)c1cnc(-c2ccccc2)nc1Sc1ccc(Cl)cc1 do in these assays?
OX1R antag-1: -11; OX1R antag-2: 16

Results for O=C(c1ccc(=O)n(Cc2ccc(Cl)c(Cl)c2)c1)N1CCOCC1 ?
OX1R antag-1: -14; OX1R antag-2: 13

Results for CCOC(=O)N1CCC(NC(=O)c2cc(C(=O)Nc3cccc(OC)c3)ccc2CO)CC1 ?
OX1R antag-1: -13; OX1R antag-2: 33

Results for O=C(Nc1ccc2c(c1)OCO2)C1CC(c2ccccc2Cl)=NO1 (stereo unspecified) ?
OX1R antag-1: 1; OX1R antag-2: 19

How did CSc1c(-c2ccccc2)nc2ccc(Cl)cc2c1C(=O)O do in these assays?
OX1R antag-1: -14; OX1R antag-2: 12

What do the screens show for `NC(=O)c1ccc(NC(=O)C2CCCO2)cc1` (stereo unspecified)?
OX1R antag-1: -22; OX1R antag-2: 22

What do the screens show for `CC(C)C(CO)N1CCN(Cc2ccccc2)CCC1=O` (stereo unspecified)?
OX1R antag-1: -2; OX1R antag-2: 6

What do the screens show for `Cc1nc2ccccc2nc1OCC(=O)Nc1cc(C(F)(F)F)ccc1N1CCOCC1`?
OX1R antag-1: -43; OX1R antag-2: 1

What do the screens show for `CCOC(=O)C1CCN(S(=O)(=O)c2ccc3c(c2)CC(=O)N3)CC1`?
OX1R antag-1: -10; OX1R antag-2: 9

How did Clc1ccc(C2=NN=C3COc4ccccc4N3C2)cc1 do in these assays?
OX1R antag-1: -16; OX1R antag-2: 12

Results for Cc1cc(C(=O)Nc2ccc(N3CCCCC3)cc2)no1 ?
OX1R antag-1: -19; OX1R antag-2: 4

How did CC(C)c1ccc(/C=N/NC(=O)C2CCCC2)cc1 do in these assays?
OX1R antag-1: -7; OX1R antag-2: 9

How did CCN(CC)S(=O)(=O)c1ccc(NC(=O)c2cccs2)cc1 do in these assays?
OX1R antag-1: 5; OX1R antag-2: 19

How did CCCCn1c(SCc2ncc(-c3ccccc3)o2)nc2cc(S(N)(=O)=O)ccc21 do in these assays?
OX1R antag-1: 41; OX1R antag-2: 19

How did Cc1noc2ncnc(Oc3ccc(Cl)cc3Cl)c12 do in these assays?
OX1R antag-1: -13; OX1R antag-2: 7

How did Cc1ccc(NCc2nc(SCC(=O)Nc3ccccc3)n[nH]2)cc1 do in these assays?
OX1R antag-1: -18; OX1R antag-2: -1

What do the screens show for `O=C(Cc1ccc(Cl)cc1)Nc1ccc(C(=O)N2CCOCC2)cc1`?
OX1R antag-1: -11; OX1R antag-2: 4

Results for O=C(O)CC(CC(=O)O)c1ccsc1 ?
OX1R antag-1: 0; OX1R antag-2: 7

At a glance, some entries already given:
Results for O=C(c1ccc(=O)n(Cc2ccc(Cl)c(Cl)c2)c1)N1CCOCC1 ?
OX1R antag-1: -14; OX1R antag-2: 13

Results for CCOC(=O)N1CCC(NC(=O)c2cc(C(=O)Nc3cccc(OC)c3)ccc2CO)CC1 ?
OX1R antag-1: -13; OX1R antag-2: 33

Results for O=C(Nc1ccc2c(c1)OCO2)C1CC(c2ccccc2Cl)=NO1 (stereo unspecified) ?
OX1R antag-1: 1; OX1R antag-2: 19

How did CSc1c(-c2ccccc2)nc2ccc(Cl)cc2c1C(=O)O do in these assays?
OX1R antag-1: -14; OX1R antag-2: 12

What do the screens show for `NC(=O)c1ccc(NC(=O)C2CCCO2)cc1` (stereo unspecified)?
OX1R antag-1: -22; OX1R antag-2: 22

What do the screens show for `CC(C)C(CO)N1CCN(Cc2ccccc2)CCC1=O` (stereo unspecified)?
OX1R antag-1: -2; OX1R antag-2: 6

What do the screens show for `Cc1nc2ccccc2nc1OCC(=O)Nc1cc(C(F)(F)F)ccc1N1CCOCC1`?
OX1R antag-1: -43; OX1R antag-2: 1

What do the screens show for `CCOC(=O)C1CCN(S(=O)(=O)c2ccc3c(c2)CC(=O)N3)CC1`?
OX1R antag-1: -10; OX1R antag-2: 9

How did Clc1ccc(C2=NN=C3COc4ccccc4N3C2)cc1 do in these assays?
OX1R antag-1: -16; OX1R antag-2: 12

Results for Cc1cc(C(=O)Nc2ccc(N3CCCCC3)cc2)no1 ?
OX1R antag-1: -19; OX1R antag-2: 4

How did CC(C)c1ccc(/C=N/NC(=O)C2CCCC2)cc1 do in these assays?
OX1R antag-1: -7; OX1R antag-2: 9

How did CCN(CC)S(=O)(=O)c1ccc(NC(=O)c2cccs2)cc1 do in these assays?
OX1R antag-1: 5; OX1R antag-2: 19

How did CCCCn1c(SCc2ncc(-c3ccccc3)o2)nc2cc(S(N)(=O)=O)ccc21 do in these assays?
OX1R antag-1: 41; OX1R antag-2: 19

How did Cc1noc2ncnc(Oc3ccc(Cl)cc3Cl)c12 do in these assays?
OX1R antag-1: -13; OX1R antag-2: 7

Next section:
What do the screens show for `O=C(COc1coc(CN2CCc3ccccc3C2)cc1=O)Nc1ccc([N+](=O)[O-])cc1`?
OX1R antag-1: -26; OX1R antag-2: 10

How did COc1ccc(-n2nc(C(=O)NCC(=O)NCCN(C)C)c3ccccc3c2=O)c(OC)c1 do in these assays?
OX1R antag-1: -11; OX1R antag-2: -10

How did Cc1nn(C)cc1C(N)=O do in these assays?
OX1R antag-1: -4; OX1R antag-2: 13

Results for CCOc1ccc(CN2C(=O)CCC2(C)C(=O)NCc2cccnc2)cc1 (stereo unspecified) ?
OX1R antag-1: -4; OX1R antag-2: 10

Results for COc1ccc(C=O)cc1CSc1ccccn1 ?
OX1R antag-1: -11; OX1R antag-2: 5

What do the screens show for `CCOC(=O)[C@H]1[C@H]2COc3cc(OC)ccc3[C@@H]2N2C(=O)CN(Cc3ccc(Cl)cc3)C(=O)[C@@]12C`?
OX1R antag-1: -28; OX1R antag-2: 7

What do the screens show for `CCc1ccc(NC(=O)C2CCCCC2C(=O)O)cc1` (stereo unspecified)?
OX1R antag-1: -27; OX1R antag-2: 17

What do the screens show for `COCCCNc1ncnc2nc[nH]c12`?
OX1R antag-1: 2; OX1R antag-2: 8

How did COc1ccc(/C=C/C(=O)c2cc3cccc(OC)c3oc2=O)cc1 do in these assays?
OX1R antag-1: 0; OX1R antag-2: 1

Results for O=C(c1cccc([N+](=O)[O-])c1)N1CCc2ccccc21 ?
OX1R antag-1: -18; OX1R antag-2: 7

Results for CC1Sc2ccc(S(=O)(=O)CCC(=O)NCc3ccc(Cl)cc3)cc2NC1=O (stereo unspecified) ?
OX1R antag-1: -18; OX1R antag-2: 6

Results for Cc1ccnc(NC(=O)Cn2c(=O)oc3cc(S(=O)(=O)N4CCCC4)ccc32)c1 ?
OX1R antag-1: -17; OX1R antag-2: 8

What do the screens show for `CC(OC(=O)CCN=C1NS(=O)(=O)c2ccccc21)C(=O)Nc1ccccc1F` (stereo unspecified)?
OX1R antag-1: -17; OX1R antag-2: 22

Results for COc1ccc(NCC(=O)Nc2ccc(C#N)cc2)cc1Cl ?
OX1R antag-1: 7; OX1R antag-2: 20

How did Cc1ccc(Nc2nc(N)nc(CCl)n2)cc1 do in these assays?
OX1R antag-1: -1; OX1R antag-2: -2

At a glance, part of the list above.
What do the screens show for `O=C(COc1coc(CN2CCc3ccccc3C2)cc1=O)Nc1ccc([N+](=O)[O-])cc1`?
OX1R antag-1: -26; OX1R antag-2: 10

How did COc1ccc(-n2nc(C(=O)NCC(=O)NCCN(C)C)c3ccccc3c2=O)c(OC)c1 do in these assays?
OX1R antag-1: -11; OX1R antag-2: -10

Remaining list, next part:
How did O=C(c1cccnc1)N1CCN(C(=O)c2ccccc2F)CC1 do in these assays?
OX1R antag-1: 3; OX1R antag-2: 10

What do the screens show for `COc1ccc(S(=O)(=O)N2CCc3ccccc32)cc1C(=O)OCc1c(C)noc1C`?
OX1R antag-1: -13; OX1R antag-2: 37

Results for O=C(O)CN1C(=O)SC(Nc2ccc(Cl)cc2)C1=O (stereo unspecified) ?
OX1R antag-1: -5; OX1R antag-2: 6

Results for CC(OC(=O)/C=C/c1ccccc1Cl)C(=O)NC1CCCCC1C (stereo unspecified) ?
OX1R antag-1: -6; OX1R antag-2: 11

How did Cc1cccc(C)c1NC(=S)Nc1c(C)n(C)n(-c2ccccc2)c1=O do in these assays?
OX1R antag-1: -8; OX1R antag-2: 3

How did CCC(CC)NC(=O)c1ccc2c(c1)OCCO2 do in these assays?
OX1R antag-1: -11; OX1R antag-2: 0

How did COc1cccc(C(=O)Nc2ccc(N3CCN(C(=O)c4cccs4)CC3)cc2)c1 do in these assays?
OX1R antag-1: -5; OX1R antag-2: 14

What do the screens show for `Cc1ccc(C(=O)NCc2nnc3c(C(F)(F)F)cc(Cl)cn23)o1`?
OX1R antag-1: -28; OX1R antag-2: 4

What do the screens show for `O=C(Oc1cccc(-n2cnnn2)c1)c1ccccc1Cl`?
OX1R antag-1: -12; OX1R antag-2: 11

Results for Cc1ccc(CCNC(=O)C2CCN(C(=O)c3sccc3-n3cccc3)CC2)cc1 ?
OX1R antag-1: -10; OX1R antag-2: -3

How did CC1(NC(=O)Cc2c(F)cccc2Cl)CCS(=O)(=O)C1 (stereo unspecified) do in these assays?
OX1R antag-1: 6; OX1R antag-2: 0

What do the screens show for `Cc1ccc(NC(=O)COC(=O)CN2C(=O)NC3(CCCC3)C2=O)cc1S(=O)(=O)N(C)C`?
OX1R antag-1: -17; OX1R antag-2: 4

Results for CCCC(=O)Nc1nnc(SCC)s1 ?
OX1R antag-1: -9; OX1R antag-2: 7

Results for C/C(=N\NC(=O)c1sccc1C)c1ccncc1 ?
OX1R antag-1: -8; OX1R antag-2: 17

What do the screens show for `CCOc1ccc(C(C)=O)cc1COC(=O)c1cnc(Cl)c(Cl)c1`?
OX1R antag-1: -29; OX1R antag-2: 34

How did O=C(O)CCCNC(=O)OCc1ccccc1 do in these assays?
OX1R antag-1: 0; OX1R antag-2: 4

Results for COc1ccc(-n2c(O)c(/C=N/NS(=O)(=O)c3cccc([N+](=O)[O-])c3)c3ccccc3c2=O)cc1OC ?
OX1R antag-1: -7; OX1R antag-2: 34

Results for O=C(CSCCO)Nc1cccc([N+](=O)[O-])c1 ?
OX1R antag-1: -5; OX1R antag-2: 30

Results for CC(C)(C)NC(=O)C[C@H]1C[C@H](C(=O)N2CCCCC2)[C@@]2(C)c3[nH]c4ccc(Cl)cc4c3CCN2C1=O ?
OX1R antag-1: -22; OX1R antag-2: 10

How did CCCCOc1ccc(C(=O)Nc2ccc(N3CCN(C)CC3)cc2)cc1 do in these assays?
OX1R antag-1: -5; OX1R antag-2: 23

Results for O=C(NNC1CC(=O)N(c2ccc(Br)cc2)C1=O)c1ccccn1 (stereo unspecified) ?
OX1R antag-1: -10; OX1R antag-2: 8

How did C=CCn1c(NC(C)c2cc(Cl)ccc2O)nc2ccccc21 (stereo unspecified) do in these assays?
OX1R antag-1: -31; OX1R antag-2: 17

Results for CCOc1ccc(NS(=O)(=O)c2ccc(C(=O)NCc3ccccn3)cc2)cc1 ?
OX1R antag-1: 3; OX1R antag-2: 13

Results for O=C(Nc1ccc(O)c(-c2nc3ccccc3s2)c1)C1=COCCO1 ?
OX1R antag-1: -5; OX1R antag-2: 88*

Results for CSc1ccccc1C(=O)Nc1ccc(C)c(C)c1 ?
OX1R antag-1: -16; OX1R antag-2: 15

What do the screens show for `c1ccc(OCCN2CCN(Cc3nc(-c4ccc5c(c4)OCO5)no3)CC2)cc1`?
OX1R antag-1: -6; OX1R antag-2: -1

Results for COc1ccccc1-n1cc(C(=O)NCC(=O)N2CCN(Cc3ccccc3)CC2)c2ccccc2c1=O ?
OX1R antag-1: -33; OX1R antag-2: 30

What do the screens show for `Cc1cccc(C2Nc3ccccc3C(=O)N2CCc2ccccc2)n1` (stereo unspecified)?
OX1R antag-1: -18; OX1R antag-2: 10

How did CCOc1ccc(/C(C)=N/NC(=O)c2nnn(-c3nonc3N)c2-c2cccs2)cc1 do in these assays?
OX1R antag-1: 2; OX1R antag-2: 18

What do the screens show for `CCCC(C(=O)O)n1c(O)c(C=C2N=c3ccccc3=N2)sc1=S` (stereo unspecified)?
OX1R antag-1: -19; OX1R antag-2: 9

What do the screens show for `CCOC(=O)CNC(=O)CSc1nc2cccnc2n1C1CCCCC1`?
OX1R antag-1: -32; OX1R antag-2: 28

How did Cc1ncc([N+](=O)[O-])n1CC(=O)NC1CCCC1 do in these assays?
OX1R antag-1: -11; OX1R antag-2: 12

How did COc1ccc(CCN=C(N)NS(=O)(=O)c2ccc(C)c(C)c2)cc1 do in these assays?
OX1R antag-1: -18; OX1R antag-2: 9
